KCNQ2 inh: KCNQ2 potassium channel inhibitors, primary screen, cell-based, CHO-K1, FluxOR thallium flux, B-score (AID 2156). B-score at 10 µM. 20 min; hits give low values. Potassium voltage-gated channel subfamily KQT member 2 (Rattus norvegicus), O88943. hit rate 1.1% among 310,000;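 active = fluorescence ratio B-score at most minus 3 library SDs, with starting brightness B-score within 2 library SDs, cut at about -5.5 in these data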
Target sequence (O88943 whole entry, looked up): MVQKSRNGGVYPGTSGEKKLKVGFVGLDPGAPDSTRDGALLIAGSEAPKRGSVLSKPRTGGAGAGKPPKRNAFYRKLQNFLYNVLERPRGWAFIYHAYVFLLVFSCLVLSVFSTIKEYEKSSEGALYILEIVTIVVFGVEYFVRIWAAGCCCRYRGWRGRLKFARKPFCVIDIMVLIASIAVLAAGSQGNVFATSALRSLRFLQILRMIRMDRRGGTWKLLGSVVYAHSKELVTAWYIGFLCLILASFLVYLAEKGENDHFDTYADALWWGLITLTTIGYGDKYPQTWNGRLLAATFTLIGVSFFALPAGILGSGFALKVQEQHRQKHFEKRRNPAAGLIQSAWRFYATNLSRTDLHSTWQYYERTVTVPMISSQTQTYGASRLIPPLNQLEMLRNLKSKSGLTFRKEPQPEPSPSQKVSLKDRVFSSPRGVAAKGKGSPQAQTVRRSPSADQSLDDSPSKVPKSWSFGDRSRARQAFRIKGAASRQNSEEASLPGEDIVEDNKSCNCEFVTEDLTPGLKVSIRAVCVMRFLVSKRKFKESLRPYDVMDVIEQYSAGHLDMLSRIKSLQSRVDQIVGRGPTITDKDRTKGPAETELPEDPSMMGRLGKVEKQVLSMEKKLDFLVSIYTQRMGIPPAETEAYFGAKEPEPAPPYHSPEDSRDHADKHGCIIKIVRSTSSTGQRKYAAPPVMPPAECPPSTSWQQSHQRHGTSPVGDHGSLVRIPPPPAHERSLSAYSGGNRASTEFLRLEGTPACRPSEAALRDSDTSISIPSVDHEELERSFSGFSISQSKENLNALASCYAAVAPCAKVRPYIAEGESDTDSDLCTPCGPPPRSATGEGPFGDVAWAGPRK
Kir21 inh: inhibitors of mouse Kir2.1 inward-rectifier potassium channel; Inward rectifier potassium channel 2 (Mus musculus), P35561; HEK293-Kir2.1, FluxOR thallium flux fluorescence; hits give low values; B-score at 10 µM; hit rate 0.85% among 310,000; AID 1672, 2009;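 active = fluorescence ratio B-score at or below minus 3 SD of library scores, with starting-brightness B-score within 2 SD, cut at about -4.2 in these data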;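 note: channel flux triggered by added potassium and thallium sulfate stimulus; B-score of peak minus minimum fluorescence over baseline after thallium stimulus; more negative B-score means stronger Kir2.1 block with less thallium influx; some compounds called inactive have numbers as strong as hits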
Numbers without * were called inactive; i = inactive.

Below each compound: KCNQ2 inh	Kir21 inh
Cn1cccc1C(=S)N1CCOCC1
→ i	-0.08
NC(=S)N/N=C/c1ccc(-c2ccc(SC(F)F)cc2)o1
→ i	-3.7
CCOC(=O)c1oc2ccccc2c1CSc1nnnn1-c1ccc(C)cc1
→ i	0.92
CCC(C)Nc1nnnc2c1sc1nc3c(cc12)COC(C)(C)C3 (stereo unspecified)
→ i	0
CCCCOc1ccc(/C=C/C(=O)NC2=Nc3ccccc3NC(C)=C2C(=O)OCC)cc1OC
→ i	-0.23
Fc1ccc(-c2csc(-c3ccncc3)n2)cc1
→ i	0
Cc1ccc(NC(=O)CC2C(=O)N(Cc3ccccc3)C(=S)N2NC(=O)c2cccc(F)c2)c(C)c1 (stereo unspecified)
→ i	0.09
CCc1nnc(NC(=O)c2cc(S(=O)(=O)N(CC)CC)ccc2Cl)s1
→ i	1.6
CCOC(=O)N/N=C/c1cccnc1
→ i	-0.34
Cn1c(CNC(=O)C(C)(C)C)nc2ccccc21
→ i	-1
CCc1cc(=O)oc2cc(C)cc(OC(C)C(=O)NCc3cccnc3)c12 (stereo unspecified)
→ i	-0.64
COc1cc([N+](=O)[O-])ccc1NC(=O)COC(=O)c1n[nH]c2ccccc12
→ i	1.5
Cc1ccc(CNC(=O)c2cn(C)c3ccc(S(=O)(=O)N4CCOCC4)cc3c2=O)cc1
→ i	0.01
O=C(Nc1ccccc1C(=O)O)c1ccc2ccccc2n1
→ i	1.6
Cc1c(OCC(F)(F)F)ccnc1CS(=O)c1nc2ccccc2[nH]1 (stereo unspecified)
→ i	-0.9
Cc1ccc(C[n+]2ccccc2)cc1
→ i	0.2
Cc1ccc(Cn2nc(C)c(NC(=O)CSc3n[nH]c(C)c3[N+](=O)[O-])c2C)cc1
→ i	0.01
COc1ccc(C(=O)Nc2ccc(C(=O)N3CCOCC3)cc2)cc1OC
→ i	1.4
CN(CC(=O)N1CCCCC1)S(=O)(=O)c1ccc(Cl)cc1
→ i	-0.18
COc1cccc(CN2C(=O)NC3(CCCCCC3)C2=O)c1
→ i	0.52

Further entries:
Below each compound: KCNQ2 inh	Kir21 inh
CCCCCOC(=O)Cn1c(=O)c2c(nc(N3CCOCC3)n2C)n(C)c1=O
→ i	-0.77
O/N=C/c1cn(-c2ccccc2)nc1-c1cccnc1
→ i	1.2
Cc1cc(C)cc(NC(=O)c2nccnc2C(=O)O)c1
→ i	-1.4
COc1ccccc1N1CCN(C(=O)c2ccc(CN3CCOCC3)cc2)CC1
→ i	2.9
O=C(Nc1ccc2c(c1)C(=O)NC2=O)c1cccc(C(F)(F)F)c1
→ i	1.5
COc1ccc(C(=O)C2CC2c2ccc3c(c2)OCO3)cc1 (stereo unspecified)
→ i	-0.69
O=c1ccc2cc(S(=O)(=O)NCc3ccccc3)ccc2[nH]1
→ i	-1.8
Cc1cc(OCC(O)CN2CCN(CCO)CC2)ccc1C(C)C (stereo unspecified)
→ i	0.08
CCOC(=O)c1sc2ccc(S(=O)(=O)N3CCCCC3)cc2c1N
→ i	-0.01
CCSc1nnc(NC(=O)COc2ccc3ccccc3c2)s1
→ i	3
O=C(COc1ccccc1[N+](=O)[O-])N(C1CCCCC1)C1CCS(=O)(=O)C1 (stereo unspecified)
→ i	-1.3
CCN(c1ccc(OC)cc1)S(=O)(=O)c1csc(C(=O)N2CCCC2)c1
→ i	-0.65
COc1cc(S(=O)(=O)NC2CCCCC2)ccc1Cl
→ i	0.24
COc1cc(-c2noc(-c3ccco3)n2)cc(OC)c1OC
→ i	0.13
Nc1c2c(nn1-c1ccccc1)CCC2
→ i	-0.87
Cc1ccc(OCC(=O)Nc2ccc(-c3nc4ncccc4o3)cc2)c(C)c1
→ i	-0.17
Cc1c(CCC(=O)NCCCN2CCCC2=O)c(=O)oc2c(C)c(O)ccc12
→ i	1.5
COc1ccc(C(=O)/C=C/Nc2ccccn2)c(OC)c1
→ i	1.8
c1ccc(Nc2nc(CSc3ncn[nH]3)cs2)cc1
→ i	0.55
CCC(SC1=NCCS1)C(=O)Nc1nnc(-c2ccccc2OC)s1 (stereo unspecified)
→ i	-0.7

(next part)
Below each compound: KCNQ2 inh	Kir21 inh
O=C(c1ccc(Cl)cc1)N1CCc2c([nH]c3ccccc23)C1C(F)(F)F (stereo unspecified)
→ i	-0.16
O=c1c2ccccc2cnn1Cc1n[nH]c(=S)n1-c1ccccc1F
→ i	0.15
O=C(NC1CCSC1=O)C1CC(=O)N(c2ccc(F)cc2)C1 (stereo unspecified)
→ i	-0.26
CCSc1nnc(NC(=O)c2cccc(S(=O)(=O)N(C)c3ccccc3)c2)s1
→ i	-1.8
COc1ccc(S(=O)(=O)NCc2ccco2)c2ccccc12
→ i	-3.2
Cc1nn(-c2ccc(F)cc2)c2nc(N)c(C#N)c(-c3ccc(O)c(O)c3)c12
→ i	3.2
CCCCCOC(=O)c1[nH]c2c(c1C)C(=O)CC(c1ccco1)C2 (stereo unspecified)
→ i	1.6
CCOC(=O)C1=C(N)Oc2c(oc(CO)cc2=O)C1c1ccc(Cl)cc1 (stereo unspecified)
→ i	0.07
Cc1ccc(NC(=O)c2ccccc2F)cc1S(=O)(=O)N1CCCCCC1
→ i	-1.6
COc1cc2[nH]c3c(N4CCN(c5ccc(Cl)cc5)CC4)ncnc3c2cc1OC
→ i	1.1
Cn1c(CSCc2ccc(Cl)cc2)nnc1SCC(=O)Nc1nc2ccccc2s1
→ i	-0.31
Cc1cccc(C)c1NC(=O)CN(C)C(=O)c1ccccc1Cc1ccccc1
→ i	0.03
Cc1ccccc1C(=O)Nc1cc(-c2cc(C(C)(C)C)oc2C)nn1C
→ i	0.08
COc1cc(C)nc(NS(=O)(=O)c2ccc(C)cc2)n1
→ i	0.76
CCC(=O)Nc1nc(-c2ccc3c(c2)CC(C)N3S(C)(=O)=O)cs1 (stereo unspecified)
→ i	0
O=c1oc2c(-c3ccc([N+](=O)[O-])cc3)cc(O)cc2s1
→ i	0.49
O=[N+]([O-])c1cc(Cc2ccccc2)cc(C=Nc2ccc(N3CCOCC3)cc2)c1O
→ i	-0.71
O=C(CN1CCCCCC1)Nc1cccc2c1OCO2
→ i	-0.59
O=C(/C=C/Nc1ccc(F)cc1F)c1cccs1
→ i	-0.24
COC(=O)N/N=C/c1ccc(OC(=O)/C=C/c2ccco2)cc1
→ i	-0.04

Remaining list, next part.
molecule	KCNQ2 inh	Kir21 inh
Fc1cc(F)cc(-c2oncc2-c2nnnn2-c2ccccc2)c1	i	-1.3
COc1ccc(N2CCN(S(=O)(=O)c3ccc(OC)c(C(=O)N4CCOCC4)c3)CC2)cc1	i	0.21
CCN(CC(=O)Nc1cc(Cl)ccc1C)C(=O)COc1ccccc1F	i	-0.04
Cc1cc(NS(=O)(=O)c2ccc(NC(=O)CSc3nnc(-c4ccco4)n3N)cc2)nc(C)n1	i	0.48
O=C(CSc1n[nH]c(-c2cccnc2)n1)Nc1ccccc1C(F)(F)F	i	-0.08
O=C(O)CC(NC(=O)C(c1ccccc1)c1ccccc1)c1ccco1 (stereo unspecified)	i	0.05
COc1ccc(C)cc1NC(=O)Cn1cnnn1	i	0.5
CCCC(=O)Nc1ccc(NC(=O)c2ccccc2OC)cn1	i	0.02
O=C(O)C1CCN(S(=O)(=O)/C=C/c2ccccc2)CC1	i	0.56
CCCn1c(N)c(Sc2ccccc2)c(=O)n(CCC)c1=O	i	-0.65
O=C(O)c1cc(-c2ccc3c(c2)OCO3)nc2ccc(Cl)cc12	i	0.06
COC(=O)c1ccccc1NC(=O)Cn1nnc(-c2ccc3c(c2)OCO3)n1	i	1.2

Going on with the list:
molecule	KCNQ2 inh	Kir21 inh
COC(=O)C1=C(C)NC(c2c(O)ccc3ccccc23)C(C(=O)OC)=C1C (stereo unspecified)	i	0.34
CC1C(=O)C(C)C(c2ccc(Br)cc2)NC1c1ccc(Br)cc1 (stereo unspecified)	-6.3*	-0.18
O=C(Nc1cc(S(=O)(=O)Nc2ccc(Cl)cc2)ccc1N1CCCCC1)c1ccc(F)cc1	i	0.03
CCOC(=O)N1CCN(C(=O)CS(=O)(=O)Cc2nc(-c3cccc(OC)c3)oc2C)CC1	i	-1.2
CN1C(=O)CC(N2CCN(c3ccccn3)CC2)C1=O (stereo unspecified)	i	0.06
O=C(Nc1ccc(C(=O)N2CCCC2)cc1)c1ccc2c(c1)OCO2	i	3.1
c1ccc2c(c1)C(=Nn1cnnc1)c1ccccc1-2	i	-0.25
CC(CCc1ccccc1)NC(=O)COC(=O)c1ccc(NC(=O)CC#N)cc1 (stereo unspecified)	i	1.3
O=C(CCCO)NC1Cc2ccccc2C1	i	2.1
Cc1sc(CO)c(Sc2ccccc2)c1C(=O)O	i	-2
NC(=O)c1cccc2cc3ccccc3cc12	i	0.6
C=CCn1c(-c2ccc(Cl)cc2)cnc1SC(C)C(=O)NC(N)=O (stereo unspecified)	i	1.8

Gathered by group, the entries above with a tert-butyl group (two)
molecule	KCNQ2 inh	Kir21 inh
Cn1c(CNC(=O)C(C)(C)C)nc2ccccc21	i	-1
Cc1ccccc1C(=O)Nc1cc(-c2cc(C(C)(C)C)oc2C)nn1C	i	0.08

Continuation:
molecule	KCNQ2 inh	Kir21 inh
CCn1cc(C(=O)OCC(=O)Nc2cccc(C)c2)c(=O)c2ccc(C)nc21	i	-0.2
CCN(CC)S(=O)(=O)c1ccc2nc(SC)sc2c1	i	-0.93
CCOC(=O)[C@@H]1[C@H]2COc3ccc(Br)cc3[C@H]2N2C(=O)N(c3ccc(Cl)cc3)C(=O)[C@@]12C	i	1
CC1(C)Cc2c(c(N3CCOCC3)nc3sc4c(NCCN5CCOCC5)nnnc4c23)CS1	i	0.1
C=CCOC(=O)C1=C[C@@H](c2ccccc2)[C@H](CCCO)[C@@H](OCC)O1	i	-1.9
COc1ccc(CCNC(=O)Cc2cccs2)cc1OC	i	0.31
Cc1ccsc1C(=O)OCC(=O)Nc1ccc(Cl)cc1C(F)(F)F	i	1.1
CC12CCC(=O)N1C(C(=O)Nc1cccc3ccccc13)CS2 (stereo unspecified)	i	-0.3
Cc1cc(C)cc(N(CC(=O)NCc2ccco2)C(=O)CCC(=O)Nc2nccs2)c1	i	-0.5
Cc1ccsc1C(=O)OCC(=O)Nc1c(Cl)cccc1C(F)(F)F	i	0.87
O=C(Cn1nnc(-c2cccs2)n1)NCCc1ccccc1	i	0.93
COc1ccccc1N1CCN(c2ccc([N+](=O)[O-])cn2)CC1	i	-0.06

(cont.)
molecule	KCNQ2 inh	Kir21 inh
O=C(C1CC1)N(Cc1ccco1)c1nc(-c2ccccc2)cs1	i	-1.3
Cc1ccc(/C=C/C2=NN(Cc3ccccc3Cl)C(=O)CC2)cc1	i	-1
O=C(CCN1CCN(C(=O)c2ccccc2)CC1)c1ccc(Br)cc1	-9*	-2.4
CC(C)(C)n1ncc2c(=O)n(CC(=O)c3ccc(Cl)cc3)cnc21	i	1.3
CCc1c(SCCC(=O)O)nc2ccccc2c1C	i	0.64
COCCN1CCN(C(=O)c2cc(COc3ccc(F)cc3Cl)on2)CC1	i	0.97
CCOC(=O)C(NC(C)=O)(Nc1ccc(S(=O)(=O)Nc2onc(C)c2C)cc1)C(F)(F)F (stereo unspecified)	i	1.5
COC(CNC(=O)c1ccc2c(c1)nc(C)n2-c1cc(C)cc(C)c1)OC	i	-0.71
O=C(N/N=C/c1ccc(O)c(O)c1)c1cccc(S(=O)(=O)N2CCCC2)c1	i	-0.01
O=c1cc(O)c2sc(Nc3ccc(F)cc3)nc2[nH]1	i	0.03
Cc1ccc2nc(NC(=S)NC(=O)c3ccc(OC(C)C)cc3)sc2c1	i	0.31
Fc1cccc(F)c1/C=N/Nc1ccccn1	i	0.73

Continuation.
molecule	KCNQ2 inh	Kir21 inh
O=C(COC(=O)/C=C/c1ccccc1Cl)NC1CCCCCC1	i	-0.06
c1ccc(COc2ccc(OCCN3CCCC3)cc2)cc1	i	-0.12
O=C(COc1ccccc1)NCCSCc1ccc(Cl)cc1	-6.6*	-2.5
O=C(NNC(=O)C1CCN(S(=O)(=O)c2c(Cl)cccc2Cl)CC1)c1ccccc1O	i	-1.2
COCCNC(=O)C1Nc2ccc(OC(F)(F)F)cc2C2C=CCC12 (stereo unspecified)	i	-1.6
COc1ccnc(Oc2ccc(F)cc2)c1C(=O)N/C=N/OCc1ccc(F)cc1Cl	i	0.19
Cn1cnnc1SCC(=O)Nc1ccc(N2CCOCC2)cc1	i	0.06
CCOC(=O)c1c(/N=C/C2C(=O)CCCC2=O)sc(C)c1C	i	-0.91
CN1CCN(CCOCCOc2ccc(Br)cc2Cl)CC1	i	0.74
COc1cc(C2N(c3ccc(Cl)c(Cl)c3)C(=O)C3CCCN32)cc(OC)c1OC (stereo unspecified)	i	0.05
Cc1ccn2c(NC(C)(C)C)c(-c3cccs3)nc2c1	i	-1.9
Cc1ccccc1OCC(=O)NCC1CCCO1 (stereo unspecified)	i	0.38

New compounds follow:
molecule	KCNQ2 inh	Kir21 inh
CCC(C)NC(=O)CSC1=Nc2ccccc2C2=NC(CC(=O)NCc3ccccc3)C(=O)N12 (stereo unspecified)	i	-0.25
CCOn1c(SCC)nc2ccccc2c1=O	i	0.06
Cc1ccc(NCC(=O)N/N=C\C(Br)=C\c2ccccc2)cc1	i	0.35
COc1ccc(S(=O)(=O)Nc2nc3ccccc3nc2Nc2ccc3c(c2)OCO3)cc1	i	-0.46

Single entries from the results shown:
Kir21 inh with `CCc1nnc(NC(=O)c2cc(S(=O)(=O)N(CC)CC)ccc2Cl)s1` stands at 1.6
Kir21 inh with `Cc1ccccc1C(=O)Nc1cc(-c2cc(C(C)(C)C)oc2C)nn1C` stands at 0.08
Kir21 inh with `O=[N+]([O-])c1cc(Cc2ccccc2)cc(C=Nc2ccc(N3CCOCC3)cc2)c1O` stands at -0.71
Kir21 inh with `Cc1ccsc1C(=O)OCC(=O)Nc1c(Cl)cccc1C(F)(F)F` stands at 0.87
Kir21 inh with `CCOC(=O)[C@@H]1[C@H]2COc3ccc(Br)cc3[C@H]2N2C(=O)N(c3ccc(Cl)cc3)C(=O)[C@@]12C` stands at 1

Compound activity deposited in PubChem by Johns Hopkins Ion Channel Center.
